cln2 rad14: NCI yeast anticancer drug screen, S. cerevisiae cln2 rad14 strain | % growth inhibition at 50 µM | 8.3% of 78,000 active;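 also: 0% = growth of vehicle-only cultures of the same strain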
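Relative to vehicle controls, growth inhibition of compound-treated cln2 rad14 yeast was recorded.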
yeast mlh1 rad18: NCI yeast anticancer drug screen, S. cerevisiae mlh1 rad18 strain. % growth inhibition at 50 µM. 11% of 79,000 active;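 also: 0% = growth of vehicle-only cultures of the same strain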
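Compound-treated yeast growth, normalised to vehicle controls. Strain bears defined DNA repair mutations.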
rad50: NCI yeast anticancer drug screen, S. cerevisiae rad50 strain | 10% of 79,000 active | % growth inhibition at 50 µM;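 also: 0% = growth of vehicle-only cultures of the same strain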
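Relative growth inhibition (compound vs vehicle) was measured in yeast with a defined repair-gene alteration.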
sgs1 mgt1: NCI yeast anticancer drug screen, S. cerevisiae sgs1 mgt1 strain; growth inhibition, % at 50 µM; 10% of 78,000 active; AID 161, 2004;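 also: 0% = growth of vehicle-only cultures of the same strain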
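Read-out: growth inhibition vs vehicle controls. Cells: mutant yeast strain deficient in DNA damage repair.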
bub3: NCI yeast anticancer drug screen, S. cerevisiae bub3 mutant strain; % growth inhibition at 50 µM; 9.9% of 78,000 active; AID 167, 2004;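 also: 0% = growth of vehicle-only cultures of the same strain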
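Compounds were applied to a genetically altered yeast strain carrying a cell-cycle control defect. Growth inhibition was scored against vehicle-treated controls.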
mec2-1: NCI yeast anticancer drug screen, S. cerevisiae mec2-1 strain. 9% of 79,000 active. growth inhibition, % at 50 µM;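 also: 0% = growth of vehicle-only cultures of the same strain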
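Vehicle-treated cultures served as reference for growth inhibition of compound-exposed mec2-1 yeast.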
* = called active by the depositor; . = no result given. Rule as the data show it: active = growth inhibition above about 70%; inactive = the rest. An unsorted share of the library. Share with any hit: about 14%.

SMILES | cln2 rad14 | yeast mlh1 rad18 | rad50 | sgs1 mgt1 | bub3 | mec2-1
CCOC(=O)C1C(c2cc(OC)c(OC)c(OC)c2)c2cc3c(cc2OC1(C)OC)OCO3 (stereo not drawn) | -1.3 | 19.1 | 5.5 | -0.1 | -5.2 | 5.4
COc1ccc(/C(Cl)=C(/c2ccc(O)cc2)c2ccc(OCCN(C)C)cc2)cc1 | 89.3* | 88.8* | 91.8* | 92.3* | 88.6* | 87.7*
CC(=O)N1C(=O)C(C)(C2=CC(=O)c3ccccc3C2=O)c2ccc(Br)cc21 (stereo not drawn) | 71.8* | 67.2 | 76.8* | 73.7* | 87.0* | 77.0*
c1ccc(-c2cc3nncc(-c4ccccc4)n3n2)cc1 | 13.9 | 3.5 | -14.9 | -7.7 | 13.3 | -9.9
COC(=O)C(=Cc1c[nH]c2ccccc12)C(=O)OC | 16.3 | 10.8 | 11.6 | 4.5 | 10.6 | 30.3
CN(C)CCN(C)N=Nc1c(-c2ccc(Cl)cc2)n[nH]c1C(F)(F)F | 99.3* | 99.5* | 98.8* | 99.4* | 96.0* | 99.7*
CCCCCCCCCCOC(c1ccccc1)(c1ccccc1)c1ccccc1 | -9.8 | 5.8 | 3.6 | -8.0 | 3.7 | 3.9
CCOC(=O)C1CC1Cc1ccccc1 (stereo not drawn) | -7.2 | -3.0 | -18.1 | -2.2 | 6.0 | -9.9
CCCCSC(C)=N | -61.0 | -19.6 | 3.1 | -19.9 | -12.6 | -24.4
O=C(CCC(=O)c1ccccc1)OCc1ccccc1 | 23.4 | -12.2 | 12.3 | 14.1 | 31.4 | 14.6
CC(NC(=O)C(NC(=O)OC(C)(C)C)C(C)C)C(=O)N1CCCC1C(=O)NCC(=O)NC(C(=O)NCC(=O)OCc1ccccc1)C(C)C (stereo not drawn) | 6.8 | -48.4 | -30.1 | -20.9 | -18.9 | -33.4
COc1cc(/C=C(/C#N)C(N)=O)ccc1O | . | -54.9 | -1.7 | . | . | -35.0
CCOC(=O)NC/C=C/CO | 6.5 | -2.2 | 23.8 | 2.8 | -3.0 | 5.4
Nc1cc2c(cn1)[nH]c1ccccc12 | -16.4 | -2.4 | 2.9 | -13.8 | 5.6 | -14.8
CCSc1nc(C)nc2c1sc1nc3ccccc3n12 | -4.4 | -25.6 | 23.8 | -36.2 | -26.4 | -13.5
CC1(O)C2CC3CC(C2)CC1C3 (stereo not drawn) | -59.0 | 10.3 | -1.1 | -13.3 | 13.2 | -3.1
C=COC(=O)C1CC(C(=O)N2CCOCC2)C1(C)C (stereo not drawn) | -4.1 | -2.8 | 1.1 | -5.5 | 8.8 | 1.8
COc1ccc(C)cc1N=NC1C(=O)N(C(=O)CC(=O)Nc2ccccc2OC)N=C1c1ccccc1 (stereo not drawn) | 6.5 | 15.3 | 12.8 | -7.4 | 2.4 | -1.5
COC1C(N)C(OC2C(Oc3cccc4c(O)c5c(=O)oc6ccc(C)c7c(=O)oc(c34)c5c67)OC(C)C(O)C2(C)O)OC(C)C1O (stereo not drawn) | 32.0 | 60.4 | 26.8 | 23.1 | 19.4 | 20.3
O=C(/C=C/c1ccc2c(c1)OCO2)c1cccc2ccccc12 | 4.0 | 5.0 | -4.4 | -17.4 | -3.0 | -14.6
CC1=C(C(=O)Nc2cc(C)ccn2)CCO1 | -33.0 | 15.0 | 4.5 | -7.2 | 11.7 | -11.4
CCCCCCCCCCCCCCCCCCN(C)C(COC)COP(=O)([O-])OCC[N+](C)(C)C (stereo not drawn) | 8.8 | 50.0 | 73.6* | 85.8* | 85.2* | 23.9
N#CC1SC(C#N)C(c2ccc(Cl)cc2)OC1c1ccc(Cl)cc1 (stereo not drawn) | 36.8 | 15.4 | 14.9 | 26.9 | 4.1 | 8.3
O=c1[nH][nH]c(=O)c2nc3c(nc12)c1nc2c(=O)[nH][nH]c(=O)c2nc1c1nc2c(=O)[nH][nH]c(=O)c2nc31 | -2.5 | 8.2 | -1.6 | 21.1 | -11.1 | 21.4
O=C(O)c1cc([N+](=O)[O-])ccc1Oc1cccc([N+](=O)[O-])c1 | 27.0 | -8.2 | -30.9 | 1.2 | 3.0 | -1.2

Reformatted: results already given.
Value order: cln2 rad14 | yeast mlh1 rad18 | rad50 | sgs1 mgt1 | bub3 | mec2-1
> CCOC(=O)C1CC1Cc1ccccc1 (stereo not drawn)
  -7.2 | -3.0 | -18.1 | -2.2 | 6.0 | -9.9
> CCCCSC(C)=N
  -61.0 | -19.6 | 3.1 | -19.9 | -12.6 | -24.4
> O=C(CCC(=O)c1ccccc1)OCc1ccccc1
  23.4 | -12.2 | 12.3 | 14.1 | 31.4 | 14.6

A draw from above in order of length of the SMILES, rising:
SMILES | cln2 rad14 | yeast mlh1 rad18 | rad50 | sgs1 mgt1 | bub3 | mec2-1
CCCCSC(C)=N | -61.0 | -19.6 | 3.1 | -19.9 | -12.6 | -24.4
CCSc1nc(C)nc2c1sc1nc3ccccc3n12 | -4.4 | -25.6 | 23.8 | -36.2 | -26.4 | -13.5
CCCCCCCCCCOC(c1ccccc1)(c1ccccc1)c1ccccc1 | -9.8 | 5.8 | 3.6 | -8.0 | 3.7 | 3.9
COc1ccc(/C(Cl)=C(/c2ccc(O)cc2)c2ccc(OCCN(C)C)cc2)cc1 | 89.3* | 88.8* | 91.8* | 92.3* | 88.6* | 87.7*
O=c1[nH][nH]c(=O)c2nc3c(nc12)c1nc2c(=O)[nH][nH]c(=O)c2nc1c1nc2c(=O)[nH][nH]c(=O)c2nc31 | -2.5 | 8.2 | -1.6 | 21.1 | -11.1 | 21.4
COC1C(N)C(OC2C(Oc3cccc4c(O)c5c(=O)oc6ccc(C)c7c(=O)oc(c34)c5c67)OC(C)C(O)C2(C)O)OC(C)C1O (stereo not drawn) | 32.0 | 60.4 | 26.8 | 23.1 | 19.4 | 20.3

(list continues)
SMILES | cln2 rad14 | yeast mlh1 rad18 | rad50 | sgs1 mgt1 | bub3 | mec2-1
CC(=O)OCC(C)(C)COC(C)=O | -7.9 | -11.2 | 2.6 | -11.6 | -5.2 | 1.6
CCC/C(Cl)=N\OC(=O)Nc1cccc(C(F)(F)F)c1 | 89.7* | 83.7* | 87.1* | 85.8* | 87.7* | 91.8*
C=C1C(C2(C)C(OC(C)=O)CC(=O)OC(C)(COC(C)=O)C2CC(=O)OC)C(OC=O)C(OC(=O)C(O)C(C)CC)C2(C)C(c3ccoc3)CC(=O)C12O (stereo not drawn) | 81.5* | 90.0* | 76.9* | 57.5 | 79.8* | 68.7
C=C(C)C(=O)NCC(=O)NC(Cc1ccccc1)C(=O)Oc1ccc([N+](=O)[O-])cc1 (stereo not drawn) | 21.9 | 11.7 | 30.2 | 28.2 | 1.9 | 20.1
CCN(CC)C(=O)COc1ccc(Cl)c(C)c1 | 27.6 | 19.4 | 9.5 | 6.4 | 33.6 | 3.5
N#CC(c1ccccc1)N(CCc1ccccc1)C(=O)Oc1ccccc1 (stereo not drawn) | -18.2 | -30.9 | -14.6 | -8.3 | -40.3 | -19.6
Oc1ccc(Br)cc1/C=N\NC(=S)Nc1ccc2cn[nH]c2c1 | 24.9 | 40.4 | 47.1 | 47.8 | 2.1 | 23.9
CC(=O)NO | -7.0 | 11.3 | 22.1 | 12.1 | -4.6 | -4.0
CC(C)C1NC(C(=O)O)C(C)(C)S1 (stereo not drawn) | 4.0 | -16.1 | 1.8 | -1.6 | 0.3 | 6.6
NC(=S)n1nc(-c2ccccc2)c(N=Nc2ccc(Br)cc2)c1-c1ccccc1 | 15.4 | 12.4 | 38.6 | 21.7 | 14.2 | 3.8
C/C(=N\NC(=O)c1ccncc1)c1cccc(C(F)(F)F)c1 | -0.9 | -25.2 | -43.1 | -65.2 | -35.1 | -49.2
CC(=O)NNc1nc(C)c(C(=O)/C=C/c2ccccc2Cl)s1 | 19.4 | 43.5 | 37.5 | 17.4 | 23.1 | 16.1
CC(=O)/C=C/C1=C(C)CCCC1(C)C (tested in a mixture with another compound) | -3.2 | 5.7 | 19.7 | 9.2 | 24.3 | 1.0
O=[N+]([O-])/C(N=Nc1ccc2ccccc2c1Br)=N/Nc1ccc2ccccc2c1Br | -2.9 | 13.2 | 34.5 | 19.4 | -0.2 | 5.8
CCCCCCC(=O)OCC(=O)c1ccc(Br)cc1 | -114.9 | 15.0 | 2.9 | 15.2 | 22.2 | 28.2
C=CCN=C1NC(=O)C(CC(=O)Nc2cccc(Cl)c2)S1 (stereo not drawn) | 6.8 | -22.4 | -41.0 | -34.2 | -36.5 | -25.0
CCOc1ccc(C2OCC(C)O2)cc1OC (stereo not drawn) | 10.3 | 11.7 | 13.2 | 2.3 | -0.5 | 13.6
N#CCCN(CCC#N)c1ccc(/C=C2\CC(O)(c3ccccc3)N(c3ccc(Cl)cc3)C2=O)cc1 (stereo not drawn) | 11.3 | -22.4 | -15.8 | -23.7 | -6.3 | 0.3
C/C(O)=C(/C=NC(=S)C(N)=S)C(=O)Nc1ccccc1 | 20.1 | 23.9 | 23.8 | 20.2 | 7.3 | 26.4
CN(C)C1=C(c2ccccc2)C(=O)C(c2ccccc2)=C1c1ccccc1 | -32.3 | 13.3 | 39.8 | 22.1 | 7.0 | 3.2
N#C/C(=C\c1ccc(Cl)cc1)c1ccccc1[N+](=O)[O-] | -34.7 | 5.0 | 10.5 | -11.5 | -4.8 | -7.0
COC(=O)C1=[N+]([O-])OC(C(=O)OC)C1c1ccc(NC(C)=O)cc1 (stereo not drawn) | 16.8 | 9.3 | -1.7 | -27.9 | -12.7 | 0.3
CCOC(=O)NNC(N)=S | 17.3 | 21.2 | 17.2 | 22.6 | -1.8 | -12.7
COc1ccc(Cc2c[nH]c3cc(OC)c(OC)cc23)cc1OC | -57.8 | -1.4 | -22.8 | 18.9 | 10.1 | -9.0
COCCCCCCCCCCC(=O)O | -20.4 | -5.2 | -62.5 | -5.5 | -16.3 | -24.2

Record cards (already shown). Values in the order: cln2 rad14, yeast mlh1 rad18, rad50, sgs1 mgt1, bub3, mec2-1
Profile of C=CCN=C1NC(=O)C(CC(=O)Nc2cccc(Cl)c2)S1 (stereo not drawn) = 6.8, -22.4, -41.0, -34.2, -36.5, -25.0
Profile of CCOC(=O)NNC(N)=S = 17.3, 21.2, 17.2, 22.6, -1.8, -12.7

More entries:
SMILES | cln2 rad14 | yeast mlh1 rad18 | rad50 | sgs1 mgt1 | bub3 | mec2-1
CN(C)Cc1cc(N=Nc2ccc(Cl)cc2)ccc1OC(=O)c1ccccc1 | 97.0* | 98.5* | 90.3* | 98.3* | 98.5* | 97.2*
O=C1C=CC(Nc2ccccc2[N+](=O)[O-])C1Nc1ccccc1[N+](=O)[O-] (stereo not drawn) | 8.2 | 2.1 | -25.8 | -40.5 | -28.7 | -28.6
CC1(C)CC(c2c[nH]c3ccccc23)=CC2=Nc3ccccc3C21O (stereo not drawn) | 15.0 | 16.7 | -41.9 | 3.8 | 2.6 | 6.7
O=S(=O)(Cl)c1ccc(Br)cc1 | -76.1 | 0.6 | 37.3 | 0.1 | 9.2 | -4.5
CC(C)=NNC(=O)CC(=O)N(C(=O)c1ccccc1Cl)c1ccc(C)cc1 | -12.5 | 1.6 | -20.8 | -12.1 | -10.0 | -21.8
CCCCCCCCCCCCCCCCCC1(c2ccccc2)NC(=O)NC1=O (stereo not drawn) | 12.9 | -13.1 | 9.5 | 30.5 | 5.8 | 10.3
Cc1cc(CSC2=NCCN2)c(C)cc1CSC1=NCCN1 | 9.2 | -20.6 | -28.6 | -11.7 | -4.2 | -20.1
Nc1nnc(N)n1NC(=O)C(=O)Nc1ccc([N+](=O)[O-])cc1 | 14.1 | -24.4 | -9.2 | -11.8 | -4.0 | -17.6
OCn1c2ccccc2c2ccccc21 | 20.8 | 19.8 | 19.8 | 33.7 | 35.9 | 0.6
NC(=S)N/N=C/c1ccc(Cl)s1 | 11.7 | 87.0* | 87.2* | 67.6 | 57.5 | 47.5
C=CCN(CCNS(=O)(=O)c1ccc(C)cc1)S(=O)(=O)c1ccc(C)cc1 | 13.6 | 49.7 | 23.9 | 11.3 | 40.0 | -0.7
OC1CCCC(O)C1 (stereo not drawn) | -16.9 | -5.4 | 0.7 | -15.8 | 7.9 | -7.5
O=c1oc2c(-c3ccccc3)n[nH]c(=O)c2c2c1CCCC2 | 13.0 | 37.4 | 14.7 | 14.2 | 24.9 | 10.7
O=c1ccc2c(Br)cccc2o1 | 1.4 | -8.1 | 1.2 | 5.5 | -7.6 | 17.9
Clc1ccc2[nH]ncc2c1 | -8.0 | 18.1 | 8.9 | -5.9 | 7.5 | -36.1
CC(=O)OC1CCCc2c1nc1ccccc1[n+]2[O-] (stereo not drawn) | 28.6 | 5.7 | 8.6 | 0.5 | -10.5 | 4.5
Cc1cn(C)c2c1-c1c(cnn1-c1ccccc1)CC2 | -2.4 | 23.4 | 15.6 | 44.0 | 4.8 | 3.8
CCOC(=O)[C@H]1Nc2c(cccc2[N+](=O)[O-])[C@H]2OCC[C@@H]12 | 11.4 | -26.9 | -12.8 | -0.5 | -22.6 | -22.3
COC1OCC(OS(C)(=O)=O)C(NC(C)=O)C1OS(C)(=O)=O (stereo not drawn) | -19.2 | 2.2 | -13.9 | -3.0 | 0.5 | -2.9
O=C(CSc1nnc(Cc2ccccc2)o1)Nc1ccccc1Cl | -26.8 | -23.2 | -13.8 | -46.5 | -24.3 | -15.0

Screens: PubChem BioAssay, NCI
